Screening results (PubChem)
IMPase Li inh – cell-permeable IMPase inhibitors with lithium potentiation. AID 1457. actives 0.35% (n = 210,000). Potency, µM (doses to about 59.4 µM), for the others: at the top dose activity, negative = IMPase inhibition, usual class: inhibitors. CHO-M1 cells, IP1 TR-FRET (IP-One), carbachol + lithium;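 note: IP1 builds up when IMPase is blocked and the TR-FRET signal falls; plate controls were basal vehicle for no effect and high inhibitor control for full effect; nearly all actives have a fitted effect of over 50% in size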
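CHO cells stably expressing M1 receptor (2000/well, cultured 16–30 h) treated 30 min at 37C with compound plus low lithium. Cytosolic IP1 by TR-FRET (665/620 ratio and 620 channel) after 10 min lysis; AC50 by Hill fit.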
NPSR antagonist – neuropeptide S receptor (human) antagonism, cAMP. Q6W5P4. CHO-NPSR cells, cAMP TR-FRET, antagonist mode. Potency, µM (highest dose often 38.3 µM), inactives show at the top dose activity change, negative = inhibition, usual class: inhibitors. actives 1% (n = 220,000). AID 1461; note: % is set by controls: 0 for no effect and ±100 for the full control effect; nearly all actives have a fitted effect of over 50% in size; many of its hits are not listed in these tables
KinaseGlo FLuc – blocks Kinase-Glo luciferase, a counter-screen artifact. Q27757. Kinase-Glo luciferase, ATP luminescence, 8 min. Potency, µM (highest dose often 38.3 µM), for the others: at the top dose activity change, negative = inhibition, actives largely listed as inhibitors. actives 0.28% (n = 200,000). AID 1379; note: % is set by controls: 0 for no effect and ±100 for the full control effect; nearly all actives have a fitted effect of over 60% in size
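Light output from Kinase-Glo luciferase with luciferin and 10 uM ATP in 50 mM imidazole pH 7.2, KCl, MgCl2, Tween 20, BSA; compound pin-delivered, 8-min ambient incubation, then luminescence read.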
KDM4E inh – JMJD2E (human) inhibition; JMJD2E catalytic domain, FDH-coupled NADH fluorescence (FDH is formaldehyde dehydrogenase); B2RXH2; AID 2147; actives 1.6% (n = 230,000); Potency, µM (titrated, usually from 57.1 µM), inactives show top-dose activity change, negative = inhibition, usual class: inhibitors; active = well fitted inhibition curve with a large enough effect, not every such curve was filed as active; inconclusive = small, poorly fitted or top-dose-only effect, or another doubt; inactive = no such curve, though single readings can be large or run the other way;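 note: 0% = wells with enzyme and -100% = buffer wells without enzyme; nearly all actives have a fitted effect of over 50% in size; many of its hits are not listed in these tables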
Target sequence (B2RXH2 1-337 limits assumed): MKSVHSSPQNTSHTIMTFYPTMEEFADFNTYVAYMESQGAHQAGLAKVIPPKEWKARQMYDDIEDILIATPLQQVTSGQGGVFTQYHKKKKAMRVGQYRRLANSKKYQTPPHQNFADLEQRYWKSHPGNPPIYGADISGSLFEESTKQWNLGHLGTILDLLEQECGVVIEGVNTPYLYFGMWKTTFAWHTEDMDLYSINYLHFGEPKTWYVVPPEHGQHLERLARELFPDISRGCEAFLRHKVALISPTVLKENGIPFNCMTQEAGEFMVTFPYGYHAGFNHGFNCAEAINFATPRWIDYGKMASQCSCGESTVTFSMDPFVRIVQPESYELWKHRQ
GoLoco inh red – blocks human Gai1 binding to RGS12 GoLoco peptide, red readout; P63096; Gai1:RGS12 GoLoco peptide FP, rhodamine, 10 min; Potency, µM (series often up to 61.6 µM), for inactives: at the highest dose activity, negative = inhibition, actives largely listed as inhibitors; actives 0.44% (n = 230,000); AID 880; active = well fitted inhibition curve with a large enough effect, not every such curve was filed as active; inactive = no such curve, though single readings can be large or run the other way; note: % is set by controls: 0 for no effect and ±100 for the full control effect; nearly all actives have a fitted effect of over 30% in size; many of its hits are not listed in these tables
Epigenetic reg – epigenetic control regulation, reporter derepression. AID 1865. actives 0.2% (n = 280,000). Potency, µM (top dose mostly 53.9 µM), for the others: at the top dose GFP activation, actives largely listed as activators. murine LDR cells, GFP reporter derepression, 30 h; note: % of control where 0% means no effect; nearly all actives have a fitted effect of over 60% in size
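Murine LDR cells carrying a silenced, genomically integrated CMV-driven GFP reporter were exposed to compound for 30 hours at 37 C. After PBS washes, GFP-positive cells (20–120 um objects) were counted by laser-scanning microplate cytometry.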
RECQ1 helicase – inhibitors of human RECQ1 DNA helicase | Potency, µM (top dose mostly 57.3 µM), without a hit: top-dose activity, negative = inhibition, hits mostly inhibitors | P46063 | actives 0.54% (n = 240,000) | RECQ1 DNA unwinding, red fluorescence kinetic read;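 note: plate controls were vehicle for no effect and no enzyme for full effect; nearly all actives have a fitted effect of over 30% in size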
Target sequence (P46063 whole entry, looked up): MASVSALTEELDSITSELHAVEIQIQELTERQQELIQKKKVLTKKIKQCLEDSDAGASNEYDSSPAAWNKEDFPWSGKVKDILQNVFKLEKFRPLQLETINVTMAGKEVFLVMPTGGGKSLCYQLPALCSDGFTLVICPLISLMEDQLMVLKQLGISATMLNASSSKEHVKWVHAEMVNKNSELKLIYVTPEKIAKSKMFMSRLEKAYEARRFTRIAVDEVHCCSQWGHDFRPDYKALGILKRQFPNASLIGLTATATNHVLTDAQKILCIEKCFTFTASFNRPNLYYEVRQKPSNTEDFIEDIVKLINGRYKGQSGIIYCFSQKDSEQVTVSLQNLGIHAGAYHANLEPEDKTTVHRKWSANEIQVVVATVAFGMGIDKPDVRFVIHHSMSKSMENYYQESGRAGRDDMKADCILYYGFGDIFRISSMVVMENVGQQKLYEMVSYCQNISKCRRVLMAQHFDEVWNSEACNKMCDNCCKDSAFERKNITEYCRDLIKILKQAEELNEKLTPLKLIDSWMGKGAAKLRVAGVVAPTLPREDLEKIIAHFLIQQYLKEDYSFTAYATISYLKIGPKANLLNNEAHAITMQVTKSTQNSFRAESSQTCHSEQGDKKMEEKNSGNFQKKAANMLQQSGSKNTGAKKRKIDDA
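RECQ1T1 50 nM; forked duplex (20 bp + 30-nt ss tails) 200 nM, ATP 2 mM final; pH 8.0, 2 mM MgCl2, 2.5 ug/ml poly(dI-dC); 15 min compound preincubation; discontinuous kinetic read over 2 h at RT.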
SMN2 splice enh – SMN2 splice variant enhancement; Potency, µM (series often up to 46.1 µM), for the others: top-dose activity change, positive = activation, usual class: activators; actives 2.8% (n = 210,000); HEK293 SMN2-luciferase splicing reporter, luminescence, 30-36 h; note: % of control where 0% means no effect; nearly all actives have a fitted effect of over 55% in size
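HEK293 cells carry an SMN2 […]–luciferase reporter in which exon 7 inclusion puts luciferase in frame. Cells were plated 10-12 h before compound addition, then incubated 30-36 h at 37C. ONE-Glo luminescence was read; sodium butyrate at 4.5 mM final served as control.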
Starred values were filed as active, the others as inactive; i = inactive; ? = inconclusive; . = no result given; [ ] = another dose, or the depositor's remark. Unless noted, calls come from the whole dose curve; as a rule, active = well fitted curve in the direction sought with a large enough effect; inconclusive = small, poorly fitted or top-dose-only effect, or another doubt; inactive = no such curve, though single readings can be large; an effect the other way counts as inactive or inconclusive. Potency is the fitted concentration of half-maximal effect. This is a subset; the hit share may differ from the screen's.

Values run as follows: IMPase Li inh	NPSR antagonist	KinaseGlo FLuc	KDM4E inh	GoLoco inh red	Epigenetic reg	RECQ1 helicase	SMN2 splice enh
COc1ccccc1Nc1nc(-c2ccccc2O)nc2ccccc12
 : 20%	?	2%	-3%	1%	-2.8%	i	.
CC(C)c1ccccc1NC(=S)NC(C)c1ccccc1 (stereo not given)
 : 8%	-15%	1%	-6%	5%	-1.1%	1%	-17%
COc1ccc(C(=O)N/C(=C/c2ccco2)C(=O)NC2CCS(=O)(=O)C2)cc1 (stereo not given)
 : -2%	9%	-2%	-7%	-6%	1.0%	4%	-42%[inhibitor]
CC1(c2ccc([N+](=O)[O-])cc2)CC(C)(C)N(C(=O)c2ccccc2)c2ccccc21 (stereo not given)
 : 8%	7%	-5%	-7%	-6%	-1.5%	1%	-51%[inhibitor]
NC(=O)C1(C(N)=O)OC1c1ccc(Cl)cc1Cl (stereo not given)
 : .	8%	.	1%	-3%	-0.7%	-6%	.
CCOc1ccc(NC(=O)N2CCC(NC(=O)c3ccco3)CC2)cc1
 : 7%[38.3 µM]	4%[46.1 µM]	-4%	-2%	-12%	-1.8%	i	-14%
COc1cccc(NC(=O)C(C#N)Cc2ccncc2)c1 (stereo not given)
 : -10%[38.3 µM]	-7%[46.1 µM]	14%	-5%	-9%	-0.5%	-8%	-1%
CCNC(=O)c1sc(=S)n(-c2ccc(C)cc2)c1N
 : -7%[38.3 µM]	-3%[46.1 µM]	-4%	-1%	2%	-3.4%	0%	-13%
O=C(c1cccnc1)N1CCN(CCCc2ccccc2)CC1
 : 7%[38.3 µM]	9%[46.1 µM]	3%	?	-2%	-1.3%	i	20%
Cc1ccc(-c2nc(C)c(C(=O)O)s2)cc1
 : -2%	27%	-2%	?	7%	0.5%	-5%	.
O=C(NCc1ccco1)c1ccc2ccccc2n1
 : 5%	6%	-2%	-1%	6%	-5.0%	i	-12%
O=C(/C=C/c1cccc(F)c1)N(c1ccccn1)C1CCCCC1
 : .	-6%[46.1 µM]	.	3%	.	0.1%	-5%	.
Nc1nnn(Cc2ccccc2)n1
 : -5%	-15%[46.1 µM]	-1%	5%	-1%	0.0%	4%	-1%
Cc1cccc(NC(=S)Nc2c(C)n(C)n(-c3ccccc3)c2=O)c1C
 : -1%	20%	0%	2%	5%	0.0%	-3%	-36%
O=C(NCc1ccco1)C(=O)c1cn(CC(=O)N2CCCCCC2)c2ccccc12
 : 2%	-16%	2%	-13%	17%	1.1%	-1%	6%
Cc1ccc(C(=O)CSc2ccc(-c3ccncc3)nn2)cc1
 : -1%	-2%	-3%	-8%	4%	2.9%	-17%	-10%
C[C@H](NC(=O)c1ccccc1Cl)C(=O)NCc1cccs1
 : 9%	-5%	-3%	-8%	-14%	-1.4%	i	18%
CC(=O)Nc1ccc(C(=O)N/C(=C/c2ccccc2)C(=O)Nc2cccc(C(=O)O)c2)cc1
 : 3%	3%	2%	-3%	14%	-3.2%	i	-5%
CCCOc1ccc(NC(=O)CC2C(=O)N(Cc3ccccc3)C(=S)N2Cc2cccs2)cc1 (stereo not given)
 : 7%	-35%	-1%	0%	11%	-1.8%	8%	-43%
COc1ccc2c(c1O)C(=O)c1ccccc1C2=O
 : 0%	-21%	.	1%	1%	2.0%	-3%	.
CCC12CN(C(=O)c3ccc(C)cc3)CC(CC)(CN(C(=O)c3ccc(C)cc3)C1)C2=O
 : 17%	-1%	-2%	0%	5%	4.4%	-17%	.
CCCCc1nc(NCc2ccccc2)c(C#N)c2c1CCCC2
 : 6%	-25%	-1%	?	-4%	-1.8%	i	-15%
CCOCc1nnc(NC(=O)c2cc(C(=O)OC)cc([N+](=O)[O-])c2)s1
 : -12%	-21%	5%	3%	2%	-3.2%	38%	6%
CCOC(=O)CNS(=O)(=O)c1cc(-c2n[nH]c(=O)c3ccccc23)ccc1C
 : 6%[38.3 µM]	?	0%	-4%	14%	-0.7%	-4%	-13%
CCOC(=O)c1[nH]cc(-c2ccccc2)c1N1CCOCC1
 : 20%[38.3 µM]	-4%[46.1 µM]	-1%	0%	-7%	-4.8%	i	10%
CCCCSc1ncnc2[nH]ncc12
 : .	-2%[7.67 µM]	.	3%	-5%	2.7%	i	.
Cc1nc(NC(=O)CSc2nnc(C)n2CC2CCCO2)sc1C (stereo not given)
 : 26%[38.3 µM]	-6%[46.1 µM]	-1%	6%	7%	-1.0%	0%	10%
Cc1ccc(SC(C)c2nc(-c3ccccc3)no2)cc1 (stereo not given)
 : 32%[activator][38.3 µM]	-9%[46.1 µM]	4%	-2%	-1%	-2.1%	-2%	?
O=C(CNc1n[nH]c(=O)[nH]c1=O)N/N=C/C=C/c1ccccc1
 : .	2%	.	4%	5%	-0.9%	-3%	.
O=C(c1cccs1)N1CCc2ccccc2C1
 : 3%	-12%	-3%	-2%	12%	-0.1%	27%	.

Exported field by field: entries from further up
CCCCc1nc(NCc2ccccc2)c(C#N)c2c1CCCC2
  IMPase Li inh: 6%	NPSR antagonist: -25%	KinaseGlo FLuc: -1%	KDM4E inh: ?	GoLoco inh red: -4%	Epigenetic reg: -1.8%	RECQ1 helicase: i	SMN2 splice enh: -15%

CCOCc1nnc(NC(=O)c2cc(C(=O)OC)cc([N+](=O)[O-])c2)s1
  IMPase Li inh: -12%	NPSR antagonist: -21%	KinaseGlo FLuc: 5%	KDM4E inh: 3%	GoLoco inh red: 2%	Epigenetic reg: -3.2%	RECQ1 helicase: 38%	SMN2 splice enh: 6%

CCOC(=O)CNS(=O)(=O)c1cc(-c2n[nH]c(=O)c3ccccc23)ccc1C
  IMPase Li inh: 6%[38.3 µM]	NPSR antagonist: ?	KinaseGlo FLuc: 0%	KDM4E inh: -4%	GoLoco inh red: 14%	Epigenetic reg: -0.7%	RECQ1 helicase: -4%	SMN2 splice enh: -13%

CCOC(=O)c1[nH]cc(-c2ccccc2)c1N1CCOCC1
  IMPase Li inh: 20%[38.3 µM]	NPSR antagonist: -4%[46.1 µM]	KinaseGlo FLuc: -1%	KDM4E inh: 0%	GoLoco inh red: -7%	Epigenetic reg: -4.8%	RECQ1 helicase: i	SMN2 splice enh: 10%

(list continues)
Values run as follows: IMPase Li inh	NPSR antagonist	KinaseGlo FLuc	KDM4E inh	GoLoco inh red	Epigenetic reg	RECQ1 helicase	SMN2 splice enh
O=S(=O)(Nc1ccc(O)cc1)c1cccc2cccnc12
 : -6%[38.3 µM]	-18%[46.1 µM]	-3%	1%	-1%	0.5%	-2%	-9%
COc1ccc(C(C)NC(=O)c2ccccc2Cl)cc1OC (stereo not given)
 : -7%	20%	-1%	4%	-31%	4.5%	4%	?
CCCCCn1c(CNC(=O)CCC)nc2ccccc21
 : 29%[38.3 µM]	-19%[46.1 µM]	-1%	1%	-7%	0.0%	?	.
O=C(CCc1nnc(CCCCc2ccccc2)o1)N1CCN(CCO)CC1
 : .	8%	.	?	5%	1.1%	-4%	.
O=C(c1cc2c(s1)-c1ccccc1S(=O)(=O)C2)N1CCN(Cc2ccccc2)CC1
 : 8%[38.3 µM]	-13%[46.1 µM]	16%	-2%	-1%	-1.8%	-10%	-61%[inhibitor]
O=C(c1cc(-c2cccs2)on1)N1CCCCC1
 : -14%[38.3 µM]	-1%[46.1 µM]	-15%	-2%	11%	-1.9%	0%	14µM*
CCOc1ccc(S(=O)(=O)N(CC(=O)N/N=C/c2ccc(-c3ccc([N+](=O)[O-])cc3)o2)c2ccccc2)cc1
 : -26%[38.3 µM]	-9%[46.1 µM]	-6%	-20%	-2%	-0.4%	-24%	-21%
CC(C)NCC(O)COc1ccc2c(c1)CCC2 (stereo not given)
 : 1%	4%[46.1 µM]	2%	6%	4%	1.1%	-3%	-5%
CCN1CCN(c2nc3c(c(=O)[nH]c(=O)n3C)n2CCSc2nc3ccccc3s2)CC1
 : 0%[38.3 µM]	14%[46.1 µM]	0%	-5%	4%	1.0%	0%	8%
CCOC(=O)c1sc2nc(C)nc(NCCc3ccccn3)c2c1C
 : -4%	-21%	1%	?	21%	-2.8%	-16%	-21%
C[C@H](NC(=O)[C@@H]1CCC(=O)N1Cc1ccco1)c1ccccc1
 : -11%	-27%	.	14%	2%	-1.2%	-2%	.
COc1ccc(Nc2ncnc3sc(-c4ccccc4)cc23)c(OC)c1
 : .	16%	.	?	8%	1.9%	-5%	.
CC1(C)Cc2c(sc3c2c(=N)n(Cc2ccco2)c(=O)n3Cc2ccc(F)cc2)CO1
 : 21%[38.3 µM]	?	2%	0%	17%	0.0%	-18%	-9%
CCCOc1ccc(/C=N/Nc2ccccc2[N+](=O)[O-])c(O)c1
 : -3%	10%	8.9µM*	-2%	25%	-2.0%	-4%	-95%[inhibitor]
COC(=O)C1=C(C)Nc2nc3ccccc3n2C1c1ccccc1F (stereo not given)
 : .	13%	.	?	0%	2.1%	4%	.
COC(=O)c1cc(NC(=O)CN2CCC(C(N)=O)(N3CCCCC3)CC2)cc(C(=O)OC)c1
 : 22%[38.3 µM]	5%[46.1 µM]	1%	0%	1%	0.0%	2%	-6%
COc1cc(NCC[C@@H]2CCCCN2)c2ncccc2c1
 : 5%	.	-5%[7.66 µM]	.	-40%[14.2 µM]	.	.	-87%[inhibitor][9.22 µM]
S=C(NCCCn1ccnc1)Nc1cccc(Cl)c1
 : 4%	4%	1%	6%	8%	-0.3%	i	11%
CCOc1cc(S(=O)(=O)n2c(C)nc3ccccc32)ccc1F
 : 31%[38.3 µM]	-2%[46.1 µM]	2%	1%	-1%	-2.1%	-4%	-30%
COc1ccc(Br)cc1S(=O)(=O)Nc1cccc(C)n1
 : -2%	3%	3%	?	9%	1.0%	i	5%
Cc1cc(C)cc(Nc2c(F)c(F)c(F)c(F)c2C(=O)O)c1
 : -3%	-18%	0%	-8%	1%	1.2%	i	16%
COC(=O)c1[nH]c(C)c(/C(O)=C2\C(=O)C(=O)N(CCN3CCOCC3)C2c2ccccc2OC)c1C (stereo not given)
 : -13%[38.3 µM]	-2%[46.1 µM]	-1%	-16%	-1%	0.0%	-5%	-4%
COc1ccc2c(c1)c(=O)oc1c(C)c(OCC(=O)N3CCc4ccccc4C3)ccc12
 : 6%[38.3 µM]	-7%[46.1 µM]	-7%	?	-2%	-2.0%	i	-18%
